# Screening data deposited in PubChem by several laboratories.
# PLC-beta3 inh – human PLC-beta3 inhibitors, primary screen, biochemical, fluorescence. Purified PLC-beta3, fluorogenic substrate. actives 0.18% (n = 370,000). inhibition, % at 12.2 µM. AID 720704, 2013; in the data active = inhibition above about 11%;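 note: 0% = median of compound wells on plate and 100% = full blocker control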
# ASAP1 inh – inhibitors of human ASAP1 ArfGAP activity, primary screen, biochemical, fluorescence polarization | actives 0.19% (n = 360,000) | inhibition, % at 16.5 µM | ASAP1-stimulated ARF1 GTP hydrolysis, GDP FP detection | AID 624377, 2012; in the data active = inhibition above about 25%;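 note: 0% = vehicle with enzyme and substrate and 100% = no enzyme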
# DDE Tn7 FP inh – inhibitors of Tn7 peptide binding to fibrin DD(E), primary screen, biochemical, fluorescence polarization, human fibrin, Tn7 probe; FP displacement of FITC-Tn7 peptide from fibrin DD(E); 0% = median of compound wells per plate; AID 720508, 2013; actives 0.13% (n = 370,000); inhibition, % at 8.3 µM;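 active = inhibition above the mean of compounds falling within the control limits plus 3 SD of them, cut at about 14% in these data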;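 note: 0% = plate median of compound wells and 100% = 10 µM Aha-Tn7 peptide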
#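 Measure: % inhibition scaled between sample-field median and high-control FP; Test system: human fibrin DD(E); Quantity: 2 µM final DD(E) protein; Doses: one dose, 8.3 µM nominal; Schedule: compound with protein 10 min, then 3 h after probe, room temperature; Detection: fluorescence polarization; Medium: Tris buffer with calcium and detergent, pH 7.8.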
# proKLK7 act – proKLK7 zymogen activators, primary screen, biochemical, fluorescence intensity; Kallikrein-7 (Homo sapiens), P49862; purified proKLK7, EDANS-DABCYL substrate fluorescence; 100% is mature enzyme control, 0% vehicle; activation, % at 7 µM; actives 0.9% (n = 370,000);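 active = activation above the mean of all tested compounds plus 3 SD, computed per campaign excluding outliers beyond control limits, cut at about 13% in these data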
# Target sequence (P49862 whole entry, looked up): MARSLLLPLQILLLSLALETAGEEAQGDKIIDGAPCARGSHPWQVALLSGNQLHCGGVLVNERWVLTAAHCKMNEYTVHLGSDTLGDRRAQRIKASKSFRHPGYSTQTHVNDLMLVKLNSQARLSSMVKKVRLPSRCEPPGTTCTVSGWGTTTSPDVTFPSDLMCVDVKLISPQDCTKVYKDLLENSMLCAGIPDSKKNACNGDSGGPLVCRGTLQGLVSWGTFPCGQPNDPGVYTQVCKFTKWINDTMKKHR
# ARFGAP1 inhibitor – inhibitors of rat ARFGAP1 GAP activity, primary screen, biochemical, fluorescence polarization, GDP tracer; ADP-ribosylation factor GTPase-activating protein 1 (Rattus norvegicus), Q62848; Arfgap1-stimulated ARF1 GTP hydrolysis, GDP FP detection; inhibition, % at 16.5 µM; actives 0.26% (n = 360,000); AID 651572, 2012;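 active = inhibition above a per-plate limit, mean inhibition of low control wells plus 3 SD, cut at about 25% in these data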;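 note: 0% = DMSO wells with enzyme and 100% = wells lacking Arfgap1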
# Target sequence (Q62848 1-136 limits assumed): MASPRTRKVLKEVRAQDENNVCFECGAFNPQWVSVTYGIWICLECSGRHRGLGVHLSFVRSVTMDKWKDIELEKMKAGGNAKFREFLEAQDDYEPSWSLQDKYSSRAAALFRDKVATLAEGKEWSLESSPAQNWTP
#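 Repeats: one replicate per compound; assay system: rat Arfgap1 catalytic domain, aa 1-136; times: enzyme reaction 120 min at 25 °C after 20 min preincubation; detection: FP of antibody-bound GDP Alexa 633 tracer, ex 620/em 688 nm; benchmarks: high control wells lacking Arfgap1, low control full reaction with DMSO; reagent: human ARF1(Δ1-17)-GTP substrate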
# PLCg1 inh – PLC-gamma1 enzyme inhibitors, primary screen, biochemical, fluorescence, purified enzyme; inhibition, % at 12.2 µM; fluorogenic substrate; actives 0.84% (n = 370,000); 1-phosphatidylinositol 4,5-bisphosphate phosphodiesterase gamma-1 (Homo sapiens), P19174; AID 720700, 2013; in the data active = inhibition above about 9.5%
# sPLA2-III inh – human group III sPLA2 inhibitors, primary screen, biochemical, QFRET, BODIPY PC-A2 liposome substrate. Group 3 secretory phospholipase A2 (Homo sapiens), Q9NZ20. QFRET BODIPY PC-A2 liposome hydrolysis, fluorescence. inhibition, % at 12.2 µM. actives 0.56% (n = 370,000). AID 743126, 2013;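 active = inhibition above mean plus 3 SD of compounds lying within the high and low control bounds, cut at about 19% in these data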;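 note: 0% = median of test compound wells and 100% = no enzyme DMSO wells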
# Rev-erbA mod – modulators of Rev-erb alpha DNA binding, primary screen, biochemical, FITC-DNA, fluorescence polarization, uHTS. Rev-erbα–FITC-DNA binding, 90 min. activity, % at 10 µM. actives 0.79% (n = 370,000);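 active = activity above about 14%, limit read from the data; passing the limit was not always enough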;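 note: 0% = DMSO wells with 35 nM protein and 100% = DMSO wells with 750 nM protein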
# Target sequence (P20393 whole entry, looked up): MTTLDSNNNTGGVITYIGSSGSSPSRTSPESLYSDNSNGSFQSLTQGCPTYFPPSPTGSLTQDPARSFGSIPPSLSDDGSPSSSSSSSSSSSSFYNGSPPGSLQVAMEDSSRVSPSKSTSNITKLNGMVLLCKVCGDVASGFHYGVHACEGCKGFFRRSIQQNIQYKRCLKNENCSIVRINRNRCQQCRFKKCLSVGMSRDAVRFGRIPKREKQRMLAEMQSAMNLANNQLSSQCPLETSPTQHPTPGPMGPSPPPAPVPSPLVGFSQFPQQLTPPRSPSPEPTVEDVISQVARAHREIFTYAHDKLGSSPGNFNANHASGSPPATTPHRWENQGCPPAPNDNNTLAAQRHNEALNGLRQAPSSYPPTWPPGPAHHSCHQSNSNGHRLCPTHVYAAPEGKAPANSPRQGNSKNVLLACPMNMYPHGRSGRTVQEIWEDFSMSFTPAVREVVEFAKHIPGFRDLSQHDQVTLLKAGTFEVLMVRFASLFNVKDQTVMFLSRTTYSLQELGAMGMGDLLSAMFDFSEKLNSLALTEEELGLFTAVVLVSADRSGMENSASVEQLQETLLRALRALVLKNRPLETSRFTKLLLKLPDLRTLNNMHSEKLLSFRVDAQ
# DDE Tn6 FP inh – inhibitors of Tn6 peptide binding to fibrin DD(E), primary screen, biochemical, fluorescence polarization, human fibrin, Tn6 probe. actives 0.21% (n = 370,000). inhibition, % at 8.3 µM. Fibrin DD(E) TRITC-Tn6 fluorescence polarization displacement. AID 720509, 2013;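 active = inhibition above a per-campaign cutoff: mean of compounds within control limits plus 3 SD, cut at about 15% in these data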;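 note: 0% = median of all compound wells on the plate and 100% = blocking peptide control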
# UHRF1 MBD2 ctr – UHRF1 methylated DNA binding inhibitors, primary screen, counter-screen for MBD2 inhibitor project, biochemical, TR-FRET, human UHRF1, single concentration; E3 ubiquitin-protein ligase UHRF1 (Homo sapiens), Q96T88; UHRF1 binding to methylated oligo; inhibition, % at 4.4 µM; actives 0.75% (n = 370,000); AID 687016, 2013; in the data active = inhibition above about 21%;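 note: UHRF1 SRA domain binding a hemimethylated CpG hairpin DNA probe; 0% = median of test compound wells and 100% = reference inhibitor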
# Numbers without * were called inactive; i = inactive.
SMILES,PLC-beta3 inh,ASAP1 inh,DDE Tn7 FP inh,proKLK7 act,ARFGAP1 inhibitor,PLCg1 inh,sPLA2-III inh,Rev-erbA mod,DDE Tn6 FP inh,UHRF1 MBD2 ctr
COc1ccc(NC(=O)Cn2cc(C#N)c3ccccc32)cc1,-6,15,-1,-0.1,-3,-1,-4,6,-1,-3
Cc1ccc([N+](=O)[O-])cc1S(=O)(=O)Nc1cccc(S(=O)(=O)Nc2ccccc2C(=O)O)c1,-4,4,-2,0.5,-11,8,-40,13,-1,18
C[C@@H]1CN([C@@H](C)CO)C(=O)CCCn2cc(nn2)CO[C@H]1CN(C)S(=O)(=O)c1ccc(C#N)cc1,2,-16,-3,0.6,0,-2,3,0,-5,-4
NC(=O)N/N=C/c1ccc(N2CCOCC2)s1,-16,-3,-14,1.2,8,-10,6,2,-4,-7
O=C(CSc1ccc(C(F)(F)F)cc1[N+](=O)[O-])Nc1ccccc1,2,31*,1,-0.1,18,2,4,-2,5,-2
CC1(C(=O)Nc2ccc(Cl)c(Cl)c2)CCN1C(=O)CC(c1ccccc1)c1ccccc1 (stereo not given),-7,-9,3,-0.1,15,3,-6,3,0,-1
Cc1ccc(S(=O)(=O)c2cc(OC(=O)c3ccco3)ccc2OC(=O)c2ccco2)cc1,-3,-8,5,0.2,14,-3,-8,3,-1,2
CN(Cc1ccccc1)S(=O)(=O)c1ccc2c(c1)n(C)c(=O)c(=O)n2C,-6,15,1,0.2,-3,0,8,13,-4,1
NS(=O)(=O)c1ccc(CNC(=O)CCS(=O)(=O)Cc2ccccc2)cc1,-7,7,-1,0.3,11,6,5,2,-5,7
CN(C)S(=O)(=O)N1CCN(c2ccc([N+](=O)[O-])c(NC3CC3)c2)CC1,2,17,0,-0.1,7,0,2,-2,4,0
COc1ccccc1CNC(=O)COc1ccccc1C,-3,14,-5,-0.1,10,5,2,-2,-2,3
COc1ccc(-c2ocnc2C(=O)NCc2nn(-c3ccccc3)nc2C)cc1,-4,-9,-4,-0.9,-3,-3,17,3,-3,5
COc1ccc(-n2nc([N+](=O)[O-])c(=NCCc3ccc(Cl)cc3)n2O)cc1,-1,-8,-5,0.9,4,2,9,-4,-2,1
O=S(=O)(c1ccc(Cl)cc1)N1CCN(S(=O)(=O)N2CCCCCC2)CC1,1,-12,-1,0.2,-10,3,6,3,5,0
COc1cccc(CN(C)C(=O)c2ccc(OCC(=O)Nc3cccc(C(F)(F)F)c3)c(OC)c2)c1,-2,3,4,-0.1,-6,-2,-39,9,4,-1
O=C(O)/C(=C\c1cccc(OCc2ccccc2)c1)c1ccc(F)cc1,-12,3,-1,-0.2,-13,-4,-21,-2,-1,-2
N#CCn1nnc(-c2ccc3c(c2)OCO3)n1,1,-3,4,0.3,13,0,-8,-2,-10,3
CCOC(=O)C1CCN(C2CC(=O)N(c3ccc(OCC)cc3)C2=O)CC1 (stereo not given),2,2,-3,-0.5,7,0,-2,-3,14,9
CCCCC(=O)NC(Nc1nc(C2CC2)cs1)(C(=O)OCC)C(F)(F)F (stereo not given),2,-9,5,-0.3,-2,-1,-3,2,-1,-3
CN(C1CCCCC1)S(=O)(=O)c1ccc(NC(=O)c2ccc(Br)o2)cc1,0,13,3,0.9,11,0,-21,1,-12,-3
Cn1cccc1/C=N/n1cnnc1,4,-3,1,0.0,7,1,4,2,-3,0
Cc1ccc(CSCC(=O)Nc2ccccc2)cc1,-1,-9,1,0.1,2,1,-3,1,2,0
CCC1(c2ccccc2)NC(=O)N(CC(=O)Nc2cc(S(=O)(=O)N3CCCCCC3)ccc2OC)C1=O (stereo not given),1,-22,4,-0.6,4,2,-22,-3,-6,-1
CC(=O)NS(=O)(=O)c1ccc(N/C(N)=N/c2nc(C)cc(C)n2)cc1,-4,-1,3,-0.1,0,-1,4,3,-1,3
N/C(=N\OC(=O)c1ccc(F)cc1)c1cccc([N+](=O)[O-])c1,-4,-4,2,0.0,-12,4,0,-4,-1,-2
c1ccc(C2OCCN2c2ccccc2)cc1 (stereo not given),3,-11,6,0.7,-5,-1,1,-3,5,-1
O=c1cc(CSc2ccccn2)nc(N2CCN(c3ccccc3)CC2)[nH]1,3,2,-3,0.0,1,2,-3,-5,-5,5
CCOC(=O)c1oc2ccccc2c1COC(=O)CNC(=O)c1ccccc1OC,-6,-3,1,0.6,4,1,-7,6,4,1
CN1CCCC1CCNc1ccc2oc3ccccc3c(=O)c2c1 (stereo not given),-131,-1,1,1.8,-11,-105,8,-1,6,-13
CC(=O)Nc1cc(C(=O)OCC(=O)c2ccc(Cl)cc2Cl)ccc1C,-1,-3,3,-0.3,-14,1,-22,4,6,-1

# Fetched by compound from above (two):
SMILES,PLC-beta3 inh,ASAP1 inh,DDE Tn7 FP inh,proKLK7 act,ARFGAP1 inhibitor,PLCg1 inh,sPLA2-III inh,Rev-erbA mod,DDE Tn6 FP inh,UHRF1 MBD2 ctr
COc1ccccc1CNC(=O)COc1ccccc1C,-3,14,-5,-0.1,10,5,2,-2,-2,3
CCOC(=O)C1CCN(C2CC(=O)N(c3ccc(OCC)cc3)C2=O)CC1 (stereo not given),2,2,-3,-0.5,7,0,-2,-3,14,9

# Carrying on:
SMILES,PLC-beta3 inh,ASAP1 inh,DDE Tn7 FP inh,proKLK7 act,ARFGAP1 inhibitor,PLCg1 inh,sPLA2-III inh,Rev-erbA mod,DDE Tn6 FP inh,UHRF1 MBD2 ctr
O=C(N[C@H](C(=O)N1CCC[C@H]1C(=O)NC1CCCC1)c1ccccc1)c1ccccc1,3,-1,4,0.8,-8,-3,1,-2,6,-1
O=C(COC(=O)CCC1CCCC1)Nc1ccc(F)cc1Cl,-7,-11,6,0.1,3,-1,8,-5,8,-2
Cc1cc(C)n(S(=O)(=O)c2ccc(Cl)c(Cl)c2Cl)n1,2,10,0,1.1,-5,3,1,-1,2,2
C=CCOc1cccc(CNCc2ccncc2)c1,-2,0,1,-0.6,13,5,5,4,7,3
N#Cc1cccc(NC(=O)COC(=O)Cn2nc(-c3ccccc3)oc2=O)c1,-6,-8,-2,-0.6,16,-1,8,3,8,0
O=C(CN(Cc1ccccc1)C(=O)CCC(=O)Nc1nccs1)NCC1CCCO1 (stereo not given),-9,11,-7,0.2,-4,0,1,1,2,2
O=C(C1CCCN(Cc2ccccc2)C1)N1CCCCC1 (stereo not given),3,6,-4,-0.7,10,7,3,-3,-1,1
CC(C)C(O)(c1ccccc1)C(CN1CCOCC1)c1ccccc1 (stereo not given),-9,6,6,0.5,-14,2,-1,10,0,2
C=CCn1c(CNC(=O)c2cccs2)nnc1SCC(=O)c1ccc(Br)cc1,4,20,-8,0.4,-4,5,-51,-2,-10,0
Cc1cc(Cl)ccc1NC(=O)CSc1n[nH]c(N)n1,-5,0,1,0.0,3,2,2,-5,-3,11
COc1ccccc1CCN1CCCC(CN(C)C(=O)c2ccco2)C1 (stereo not given),-2,-15,0,0.1,5,2,-1,6,6,2
CSCC(=O)NS(=O)(=O)c1ccc(C)cc1,3,-6,-3,-0.3,1,4,6,-3,-4,-2
COc1cc(NC(=O)COC(=O)CC(C)(C)C)c(C)cc1[N+](=O)[O-],6,3,-11,0.1,-1,3,-4,-1,-1,-2
CC(C)NC(=O)/C(=C/c1ccco1)c1ccccc1,-3,2,-3,0.1,7,-1,-1,3,-5,1
O=C(NN1CCOCC1)c1ccc(Cl)cc1,4,-3,-3,0.4,-5,2,0,-4,-2,2

# As entered above:
# Value for `Cc1cc(C)n(S(=O)(=O)c2ccc(Cl)c(Cl)c2Cl)n1` in UHRF1 MBD2 ctr: 2
# Value for `COc1cc(NC(=O)COC(=O)CC(C)(C)C)c(C)cc1[N+](=O)[O-]` in Rev-erbA mod: -1

# Further compounds:
SMILES,PLC-beta3 inh,ASAP1 inh,DDE Tn7 FP inh,proKLK7 act,ARFGAP1 inhibitor,PLCg1 inh,sPLA2-III inh,Rev-erbA mod,DDE Tn6 FP inh,UHRF1 MBD2 ctr
CC(C)(C)c1ccccc1NC(=O)c1ccco1,3,-5,0,-0.2,-1,0,-3,-3,1,-1
CCOC(=O)C1CCCN(C(=O)c2cn(C)c3ccc(S(=O)(=O)N(C)C)cc3c2=O)C1 (stereo not given),5,12,6,0.2,2,3,-2,-4,-9,-1
COc1ccc(S(=O)(=O)Nc2ccc(Cc3ccncc3)cc2)cc1OC,-5,3,-1,0.4,3,2,-8,2,5,-2
Cc1ccc2c(CSc3nnc(C4CC4)n3N)cc(=O)oc2c1,1,-1,2,-1.0,-9,0,0,4,8,-1
Cc1cc(C)n(CC2CC(=O)N(c3ccc(F)c(Cl)c3)C2=O)n1 (stereo not given),2,-4,-4,0.2,-5,0,-3,2,-4,-1
CCN1CCc2c(sc(NC(=O)Nc3ccc(Cl)c(Cl)c3)c2C(N)=O)C1,i,9,-4,-13,22,i,-89,6,-10,-5
Cc1ccc(C)c(N(C(=O)CNC(=O)c2ccco2)C(C(=O)NC2CCCCC2)c2ccncc2)c1 (stereo not given),-6,-15,-4,-0.3,9,0,9,7,-2,6

# Given with two lines to a compound: entries from further up.
# Order of values – PLC-beta3 inh	ASAP1 inh	DDE Tn7 FP inh	proKLK7 act	ARFGAP1 inhibitor	PLCg1 inh	sPLA2-III inh	Rev-erbA mod	DDE Tn6 FP inh	UHRF1 MBD2 ctr
> CCOC(=O)C1CCCN(C(=O)c2cn(C)c3ccc(S(=O)(=O)N(C)C)cc3c2=O)C1 (stereo not given)
  5	12	6	0.2	2	3	-2	-4	-9	-1
> COc1ccc(S(=O)(=O)Nc2ccc(Cc3ccncc3)cc2)cc1OC
  -5	3	-1	0.4	3	2	-8	2	5	-2
> Cc1ccc2c(CSc3nnc(C4CC4)n3N)cc(=O)oc2c1
  1	-1	2	-1.0	-9	0	0	4	8	-1
> Cc1cc(C)n(CC2CC(=O)N(c3ccc(F)c(Cl)c3)C2=O)n1 (stereo not given)
  2	-4	-4	0.2	-5	0	-3	2	-4	-1
